# FBPA coupling cs: qHTS Assay for Inhibitors of Fructose-1,6-bisphosphate Aldolase from Giardia Lamblia: Coupling assay counterscreen | coupling enzyme system counterscreen, AmpLite Red fluorescence | activity change, negative = inhibition, % at 58.2 µM, hits read low | 290,000 compounds, 0.67% hits | AID 2472, 2010; in the data active = activity change below about -30%
#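 Final compound at 57.5 uM, incubated 10 min at RT with coupling enzyme reagent (glyceraldehyde-3-phosphate), then 20 min with substrate and AmpLite Red detection. Fluorescence read at 525/598 nm; tests interference with the coupling assay, not aldolase inhibition.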
# BCR signal inh: qHTS Assay to Find Inhibitors of Chronic Active B-Cell Receptor Signaling | ABC-DLBCL IkBa-CBG/CBR reporter, luminescence ratio, 4 h | Potency, µM (doses to about 46.1 µM), for inactives: at the highest dose ratio change, negative = lower green/red ratio, hits mostly inhibitors | 340,000 compounds, 0.05% hits; active = well fitted inhibition curve with a large enough effect in the signal ratio, with a control signal flat, not every such curve was filed as active; inconclusive = small, poorly fitted or top-dose-only effect, or effect the other way, or a change in a side signal; the % refers to the signal ratio;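 note: potency is the fitted concentration of half-maximal effect; plate controls were basal doxycycline-induced cells for no effect and cells given 10 µM MG132 for full effect; MG132 reads +100%, hits lower the ratio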
#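 TMD8 ABC-DLBCL cells carrying doxycycline-inducible green luciferase fused to IkappaBalpha plus unfused red luciferase were exposed to compounds (up to 46 uM) for 4 hrs at 37C. Activity came from the overlap-corrected green/red luminescence ratio.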
# KCNH2 WT inh: qHTS for Inhibitors of KCHN2 3.1: Wildtype qHTS. U2OS, BacMam KCNH2, thallium flux FluxOr; stronger effect = lower value. Voltage-gated inwardly rectifying potassium channel KCNH2 (Homo sapiens), Q12809. 340,000 compounds, 0.37% hits. activity change, % at 1.84 µM;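 active = maximum activity change below -70%; inconclusive = maximum activity change between -70% and -50%; inactive = maximum activity change above -50%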
#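 U2OS cells were transduced with wild-type KCNH2 virus (2.03 x 10^8 / mL) for 4 h at room temperature, then cultured overnight at 37 C. Thallium flux was read with FluxOr dye. Rate constants were normalized to DMSO controls.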
# PKM2 activator: qHTS Assay for Activators of Human Muscle isoform 2 Pyruvate Kinase | purified PKM2, Kinase-Glo ATP luminescence, activation; response scale: 0% is enzyme alone, no compound | Potency, µM (top dose mostly 57.5 µM), for inactives: at the highest dose activation, actives largely listed as activators | 260,000 compounds, 0.34% hits | AID 1631, 2009; note: potency is the fitted concentration of half-maximal effect; nearly all actives have a fitted effect of over 55% in size
# Target sequence (P14618 whole entry, looked up, canonical isoform): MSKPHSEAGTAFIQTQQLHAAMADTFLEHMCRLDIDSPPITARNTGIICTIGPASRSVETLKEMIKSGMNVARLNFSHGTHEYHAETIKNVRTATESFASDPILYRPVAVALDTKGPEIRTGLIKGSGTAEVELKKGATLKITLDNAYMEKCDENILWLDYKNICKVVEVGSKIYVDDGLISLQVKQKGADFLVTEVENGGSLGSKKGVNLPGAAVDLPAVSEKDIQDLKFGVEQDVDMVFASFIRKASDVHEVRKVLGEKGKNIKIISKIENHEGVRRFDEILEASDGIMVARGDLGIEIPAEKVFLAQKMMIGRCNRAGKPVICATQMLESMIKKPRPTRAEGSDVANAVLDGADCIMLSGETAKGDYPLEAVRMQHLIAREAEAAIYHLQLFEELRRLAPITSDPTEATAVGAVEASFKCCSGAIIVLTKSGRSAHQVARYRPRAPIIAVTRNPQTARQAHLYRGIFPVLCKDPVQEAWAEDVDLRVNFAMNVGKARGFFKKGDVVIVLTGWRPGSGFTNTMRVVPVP
#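 hPK-M2, >95% pure; 0.1 mM ADP / 0.5 mM PEP final; imidazole pH7.2 buffer w/ 7 mM MgCl2, 50 mM KCl; 1 h RT; Kinase-Glo lum. Intermediate enzyme activity for dual inhibitor/activator qHTS.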
# Giardia killer: Small Molecules that selectively kill Giardia lamblia: qHTS. 340,000 compounds, 0.15% hits. Giardia lamblia trophozoite viability. activity change, % at 7.66 µM, hits read low; in the data active = activity change below about -80%; inconclusive = between about -30% and that limit;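 note: parasites exposed to compound for two days anaerobically before the ATP read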
#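 Luminescent ATP signal served as the viability read-out, measured 15-30 min after adding ATP detection reagent to trophozoites that had been incubated with compounds for 48 hrs at 37 deg C anaerobically at 100 cells/well.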
# GALK inhibitor: qHTS Assay for Inhibitors of Human Galactokinase (GALK). P51570. Purified GALK, Kinase-Glo residual ATP luminescence. Potency, µM (titrated, usually from 57.5 µM), for inactives: at the highest dose activity change, negative = inhibition, usual class: inhibitors. 270,000 compounds, 0.007% hits; note: potency is the fitted concentration of half-maximal effect
# Target sequence (P51570 whole entry, looked up): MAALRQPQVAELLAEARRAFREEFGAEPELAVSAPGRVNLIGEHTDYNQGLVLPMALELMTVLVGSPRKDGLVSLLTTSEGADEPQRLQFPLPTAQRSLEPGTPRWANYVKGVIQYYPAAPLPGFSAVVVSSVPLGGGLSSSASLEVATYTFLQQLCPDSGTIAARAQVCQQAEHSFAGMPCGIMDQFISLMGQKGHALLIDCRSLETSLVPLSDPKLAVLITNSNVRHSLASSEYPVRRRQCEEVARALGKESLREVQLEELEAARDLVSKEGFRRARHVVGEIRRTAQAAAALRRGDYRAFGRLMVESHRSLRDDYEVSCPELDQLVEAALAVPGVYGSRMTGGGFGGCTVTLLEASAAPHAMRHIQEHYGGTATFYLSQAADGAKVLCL
#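 ATP-depletion format; final 35 uM ATP, 100 uM D-galactose, 5 nM enzyme; pH 8.0 HEPES/Mg2+ buffer; 60 min RT; luminescence read 10 min after detection reagent.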
# B2AR arrestin: qHTS assay of beta-arrestin-biased ligands of beta2-adrenergic receptor | Beta-2 adrenergic receptor (Homo sapiens), P07550 | beta-arrestin recruitment to beta2AR, cell-based reporter | Potency, µM (doses to about 46.1 µM), inactives show at the highest dose activation, actives largely listed as activators | 330,000 compounds, 0.02% hits;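 note: potency is the fitted concentration of half-maximal effect; 0% = DMSO controls and full agonism = EC100 isoproterenol or metaproterenol; nearly all actives have a fitted effect of over 65% in size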
# uPA generation: qHTS for Inhibitors of Cell Surface uPA Generation. cell surface uPA generation assay, qHTS. Potency, µM (doses to about 38.3 µM), for the others: top-dose activity change, negative = inhibition, actives largely listed as inhibitors. 330,000 compounds, 0.31% hits. AID 540303, 2011; active = well fitted inhibition curve with a large enough effect; inconclusive = small, poorly fitted or top-dose-only effect; inactive = no such curve, though single readings can be large or run the other way; tested in mouse RAW 264.7 cells; note: potency is the fitted concentration of half-maximal effect; nearly all actives have a fitted effect of over 55% in size
# Eya2 phos inh: qHTS Assay for Inhibitors of the Phosphatase Activity of Eya2 | Protein phosphatase EYA2 (Homo sapiens), O00167 | recombinant Eya2, OMFP fluorescence dephosphorylation (OMFP is methylfluorescein phosphate) | Potency, µM (doses to about 76.9 µM), for inactives: top-dose activity, negative = inhibition, hits mostly inhibitors | 330,000 compounds, 0.006% hits; note: potency is the fitted concentration of half-maximal effect
#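 Eya2 (0.2 uM) preincubated 10 min at ambient with compound, then OMFP substrate added at 50 uM; 10 min reaction in 50 mM HEPES pH 7.5, 50 mM NaCl, 5 uM MgCl2, 0.05% BSA, 1 mM DTT. Fluorescence read at Ex 485/Em 525 nm.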
# KCNH2 3.1 block: qHTS for Inhibitors of KCHN2 3.1: Mutant qHTS | Potassium voltage-gated channel subfamily H member 2, brain isoform KCNH2 3.1 (human) | U2OS KCNH2 3.1, thallium flux FluxOr; stronger effect = lower value | activity change, % (tested at about 1.8 µM) | 340,000 compounds, 0.95% hits;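 active = maximum activity change below -70%; inconclusive = maximum activity change from -70% to -50%; inactive = maximum activity change above -50%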;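 note: thallium influx rate constant from kinetic fluorescence after stimulation buffer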
#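 Measured as rate of thallium-driven FluxOr signal in transduced U2OS cells carrying the 3.1 channel, read kinetically for 2 min upon stimulation; values are rate constants scaled to DMSO control wells.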
# USP2a inh: qHTS Assay for Inhibitors of Ubiquitin-specific Protease USP2a Using CHOP2 as the Reporter | USP2 core, Ub-CHOP2 coupled fluorogenic reporter, 485/531 | Potency, µM (doses to about 38.3 µM), for the others: top-dose activity change, negative = inhibition, most hits filed as inhibitors | 330,000 compounds, 0.01% hits | AID 463254, 2010;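 note: potency is the fitted concentration of half-maximal effect; plate controls were DMSO wells for no effect and full inhibition by NEM control for full effect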
#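 Deubiquitinase activity read as fluorescence (485/531 nm) after Ub-CHOP2 cleavage activates the enterokinase reporter on its substrate; USP2 core 10nM, Ub-CHOP2 and substrate 25nM each, 30min compound preincubation then 60min RT; data normalized to NEM, curves fitted.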
# Starred values were filed as active, the others as inactive; ? = inconclusive; nt = not tested or not shown; [ ] = remark or other dose. Unless noted, calls come from the whole dose curve; as a rule, active = well fitted curve in the direction sought with a large enough effect; inconclusive = small, poorly fitted or top-dose-only effect, or another doubt; inactive = no such curve, though single readings can be large; an effect the other way counts as inactive or inconclusive. Unless noted, % is set by controls: 0 for no effect and ±100 for the full control effect.
SMILES,FBPA coupling cs,BCR signal inh,KCNH2 WT inh,PKM2 activator,Giardia killer,GALK inhibitor,B2AR arrestin,uPA generation,Eya2 phos inh,KCNH2 3.1 block,USP2a inh
CCN1CCCc2cc(CN(CCN3CCOCC3)C(=O)Nc3ccc(C)c(C)c3)ccc21,-5,?,3,3%,-3,0%,-1.1%,-6%,-8%,-3,-5%
CCNC(=S)NNC(=O)c1ccc(S(=O)(=O)NCc2ccco2)cc1,nt,0%,6,nt,32[activator],nt,-0.1%,-2%,-4%,-7,2%
COc1ccccc1OCC(=O)Nc1cc(S(=O)(=O)N2CCCCC2)ccc1N1CCCCC1,-2,6%,-15,-3%,4,-1%,-2.0%,0%,-1%,-17,0%
CCN(CC)S(=O)(=O)c1ccc2c(c1)c(=O)c(C(=O)NCc1cccs1)cn2C,1,0%,6,-1%,16,nt,-0.7%,-7%,7%,-10,-2%
COc1ccc(O)c(/C=N/NC(=O)c2ccc(N3CCCC3=O)cc2)c1,0,10%,7,-4%,9,-1%,-0.4%,-6%,-3%,16,-1%
COc1cc2c(cc1OC)C(c1cccc([N+](=O)[O-])c1)NC(=O)C2 (stereo not given),4,?,-2,-2%,-8,6%,-0.1%,-4%,-10%,-33,2%
O=C1CN2NC(=S)N(c3ccccc3)C2=CN1c1ccc(Cl)cc1,0,5%,4,0%,3,10%,-0.9%,0%,8%,2,1%
CNC(=O)C(Sc1nc(C)nc2c1oc1ccccc12)C(C)=O (stereo not given),7,?,-12,9%,10,2%,0.3%,nt,-8%,-20,3%
O=C(c1cc(-c2cccs2)nc2ccccc12)N1CCN(CCO)CC1,nt,-13%,-11,nt,15,nt,-0.3%,-19%,10%,-9,1%
CCN1CCCC1CNS(=O)(=O)c1cc(Br)cc2c1N(C(=O)C1CC1)CC2 (stereo not given),0,?,5,3%,-4,-7%,0.1%,1%,-16%,11,3%
Cc1ccc(C(=O)Nc2cccc(C(=O)O)c2)cc1S(=O)(=O)N1CCCCC1,1,-1%,-4,7%,-13,0%,0.0%,-10%,38%,-11,1%
CCOC(=O)C1=C(c2ccccc2)Nc2ncnn2C1c1cc(OC)cc(OC)c1OC (stereo not given),0,-1%,-10,-5%,3,-4%,-0.9%,4%,-6%,10,1%
COc1cc(CC(=O)OCc2cccc([N+](=O)[O-])c2)cc(OC)c1OC,3,2%,-8,13%,1,13%,0.1%,1%,7%,2,0%
Cc1cc(C(=O)CCl)c(C)n1-c1ccon1,0,-1%,-6,2%,27,0%,0.2%,-11%,-2%,-30,-1%
CCCCC(=O)Nc1cccc(NC(=O)c2ccc(Br)o2)c1,-11,?,-3,7%,-6,0%,0.1%,nt,-20%,-9,4%
C=CCc1ccc(OCCCOc2ccc(C)c(C)c2)c(OC)c1,1,?,-7,-3%,3,1%,0.1%,2%,-8%,-10,2%
Cc1[nH]c2ccc(C(=O)OC(C)C(=O)NC3(C#N)CCCCC3)cc2c1C (stereo not given),nt,-18%,4,nt,9,nt,0.1%,-1%,5%,-43,-2%
S=C(c1ccc(OCc2ccccc2)cc1)N1CCCC1,5,4%,-9,4%[11.5 µM],-18,-4%,-0.1%,-16%,-6%,24,-1%
Cc1cccc(-n2c(C)cc(C=C3C(=O)c4ccccc4C3=O)c2C)c1,-14,?,-5,-3%,-13,0%,0.0%,4%,4%,5,-1%
CC1(c2ccccc2Cl)NC(=O)N(CC(=O)N2CCN(S(=O)(=O)c3ccccc3)CC2)C1=O (stereo not given),nt,0%,1,nt,8,nt,-0.2%,-5%,7%,-11,0%
Cc1[nH]c(C(=O)N/N=C/c2ccc(N(C)C)cc2)c(C)c1C(=O)N/N=C/c1ccc(N(C)C)cc1,1,-16%,0,nt,23,17%,0.2%,-11%,-23%,15,-1%
COC(=O)c1cn(-c2ccccc2)nc1-c1ccc(OC)cc1,2,1%,-16,-15%,17,7%,0.1%,11%,-8%,-6,-3%
CCNc1nc2c(c(=O)[nH]c(=O)n2C)n1CCCc1ccccc1,-2,-7%,1,6%,-22,1%,-0.5%,19%,-6%,0,-1%
COC(=O)c1cc2ccsc2n1Cc1nc(-c2cccc(Cl)c2)oc1C,0,0%,-3,-1%,5,3%,-0.4%,-7%,27%,-21,5%
O=C(Cc1c(Cl)cccc1Cl)Nc1cccc(S(=O)(=O)N2CCOCC2)c1,1,1%,-6,8%,-7,0%,0.5%,-2%,12%,-13,7%
COc1cccc(CNC(=O)CNC(=S)N(Cc2ccccc2)Cc2ccccc2F)c1,2,?,6,0%,-13,4%,0.2%,12%,-11%,-4,-2%
COCCNCCCOc1ccc(Br)cc1Cl,1,-1%,25,-4%,5,0%,0.4%,8%,2%,-8,4%
O=C(NCc1cccc2[nH]ccc12)C1CCC(=O)N(CCc2ccccc2)C1 (stereo not given),nt,0%,-3,nt,14,7%,0.1%,-2%,1%,23,1%
S=C(c1ccccc1)N1CCCc2ccccc21,2,2%,-1,2%,-12,1%,-1.7%,3%,-2%,-34,-1%
CCOC(=O)C1(C)NC(c2cc(OC)c(OC)c(OC)c2)C2C(=O)N(CC)C(=O)C21 (stereo not given),2,6%,-10,-2%,12,-1%,-0.6%,2%,-5%,6,-1%
CCNC(=O)COC(=O)c1ccc(-c2nc3ccccc3s2)s1,1,?,-2,-28%,2,8%,0.2%,-9%,12%,-7,2%
COc1ccc(OC(=O)C2CC(=O)N(c3ccc(C)cc3)C2)cc1 (stereo not given),1,-13%,3,2%,5,3%,-0.3%,5%,10%,5,0%
O=C(Cn1ncc(Cl)c(Cl)c1=O)N1CCN(S(=O)(=O)c2ccc3ccccc3c2)CC1,4,?,28,18%,-2,-1%,-0.7%,6%,3%,nt,0%
O=C(CNC(=O)c1ccc(Cl)cc1)OCN1C(=O)c2ccccc2C1=O,nt,1%,-5,nt,-11,nt,-0.9%,5%,-9%,-6,1%
CCC[C@@H](CN1CCC[C@H]1CN1C(N)=NC[C@H]1C(C)C)N1C[C@@H](Cc2ccccc2)N(CCCC2CCCC2)C1=N,nt,-2%,0,nt,-23,nt,-0.1%,0%,-22%,-4,-1%
CCCN(CC1CC1)C(=S)NC(=O)c1ccccc1Br,nt,?,6,nt,8,nt,0.3%,1%,-16%,-2,0%
O=C(c1ccc(Cl)nc1)N1CCc2ccccc2C1,4,3%,3,-3%,1,1%,0.5%,-2%,-19%,-17,3%
Cc1ccc(S(=O)(=O)CC2CSc3nnc(C)c(=O)n32)cc1 (stereo not given),2,-4%,-5,1%,-1,0%,0.0%,-2%,0%,-93*,1%
Cc1ccc(NC(=O)c2c(-c3ccccc3)noc2C)nc1,4,4%,-9,5%,1,0%,-1.3%,-3%,-4%,11,3%
OCCCNC(=S)Nc1ccc2nccnc2c1,-22,-16%,26,-7%,6,7%,-0.4%,0%,-2%,15,1%
COc1ccc(NCC(=O)Nc2ccc(Cl)cc2C)c(OC)c1,-11,?,4,7%,-3,0%,0.5%,-13%,7%,9,1%
O=C(CSC1=Nc2ccccc2C2=NC(CC(=O)NCc3ccco3)C(=O)N12)NCC1CCCO1 (stereo not given),-7,?,3,-7%,4,-1%,0.0%,4%,4%,3,-1%
O=C(NCC(=O)N1CC=C(c2ccccc2)CC1)c1ccc(F)cc1,nt,5%,6,nt,-19,nt,-0.5%,1%,6%,-6,2%
COc1ccc(OC2CCN(S(=O)(=O)c3cccc(F)c3)CC2)cc1,2,-8%,nt,nt,-13,3%,0.3%,0%,-5%,-16,-5%
c1ccc2c(N3CCOCC3)c3c(nc2c1)CCC3,0,4%,10,10%,-7,4%,-0.8%,-3%,-16%,11,0%
O=c1oc2ccccc2n1Cc1ccccc1F,2,-8%,nt,nt,25,nt,0.0%,2%,1%,1,-2%
